# DT40 TDP1 CPT: qHTS for Inhibitors of human tyrosyl-DNA phosphodiesterase 1 (TDP1): qHTS in cells in presence of CPT. actives 12% (n = 420,000). Potency, µM (top dose mostly 46.2 µM), for inactives: at the highest dose activity change, negative = growth inhibition, usual class: inhibitors. chicken DT40 Tdp1-/-;hTDP1 cells + 20 nM CPT, ATP luminescence, 48 h; also: nearly all actives have a fitted effect of over 55% in size
#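 Chicken DT40 Tdp1-/- cells stably complemented with human TDP1 were seeded at 400 cells/well in medium containing 20 nM camptothecin, exposed to pin-transferred compounds, and grown at 37 °C for at least 48 hr. Viability was read as ATP luminescence.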
# TDP1 block: qHTS Assay for Inhibitors of Tyrosyl-DNA Phosphodiesterase (TDP1); Tyrosyl-DNA phosphodiesterase 1 (Homo sapiens), Q9NUW8; recombinant TDP1, AlphaScreen DNA substrate cleavage; Potency, µM (titrated, usually from 130 µM), inactives show at the top dose activity change, negative = inhibition, hits mostly inhibitors; actives 0.28% (n = 350,000); AID 485290, 2010; also: nearly all actives have a fitted effect of over 40% in size
# Target sequence (Q9NUW8 whole entry, looked up): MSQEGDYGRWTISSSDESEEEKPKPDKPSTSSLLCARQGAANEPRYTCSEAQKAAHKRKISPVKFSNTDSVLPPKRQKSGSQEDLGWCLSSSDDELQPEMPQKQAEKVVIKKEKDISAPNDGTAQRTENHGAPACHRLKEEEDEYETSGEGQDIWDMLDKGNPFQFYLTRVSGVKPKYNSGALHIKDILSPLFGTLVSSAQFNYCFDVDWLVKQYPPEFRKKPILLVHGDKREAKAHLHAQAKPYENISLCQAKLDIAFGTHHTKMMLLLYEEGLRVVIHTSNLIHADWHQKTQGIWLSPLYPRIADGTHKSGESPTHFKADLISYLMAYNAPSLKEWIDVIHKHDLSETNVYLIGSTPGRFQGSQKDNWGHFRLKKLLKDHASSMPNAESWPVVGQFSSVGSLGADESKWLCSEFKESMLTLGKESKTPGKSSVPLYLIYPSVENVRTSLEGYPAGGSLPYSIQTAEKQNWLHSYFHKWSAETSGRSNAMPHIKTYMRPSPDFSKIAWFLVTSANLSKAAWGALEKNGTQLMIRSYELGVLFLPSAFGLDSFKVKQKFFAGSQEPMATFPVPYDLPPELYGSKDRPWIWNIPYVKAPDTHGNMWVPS
#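 Recombinant human Tdp1 (E. coli-expressed, 1 nM final) preincubated with compounds 15 min at room temperature, then 5'-biotin/3'-phosphotyrosine-FITC DNA substrate (15 nM final) added for 5 min. AlphaScreen beads (10 ug/ml final) added 10 min; cleavage lowers signal.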
# TDP1 cell noCPT: qHTS for Inhibitors of human tyrosyl-DNA phosphodiesterase 1 (TDP1): qHTS in cells in absence of CPT | Potency, µM (doses to about 46.2 µM), for inactives: top-dose activity change, negative = growth inhibition, usual class: inhibitors | actives 15% (n = 420,000) | AID 686978, 2013 | DT40 Tdp1-/- hTDP1 cells, no CPT, ATP luminescence, 48 h; also: nearly all actives have a fitted effect of over 55% in size
#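 Camptothecin absent (DMSO only). Human TDP1-complemented DT40 knockout cells, 400 cells/well, 37 °C for minimum 48 hr; ATP measured via CellTiter-Glo, 30 min dark incubation, luminescence.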
# The depositor's hits bear a star; ? = inconclusive; nt = no result given; [ ] = dose if it differs, or a comment. Calls follow the shape of the dose curve; as a rule, active = well fitted curve in the direction sought with a large enough effect; inconclusive = small, poorly fitted or top-dose-only effect, or another doubt; inactive = no such curve, though single readings can be large; an effect the other way counts as inactive or inconclusive. % is scaled to controls: 0 for no effect and ±100 for the full control effect; potency is read from the fitted curve at half-maximal effect.
1) COc1cc(C2/C(=C(/O)c3ccc(OCC(C)C)cc3)C(=O)C(=O)N2CCN(C)C)ccc1O (stereo not drawn)
2) CC(=O)c1cccc(CN2CCc3ccc(NC(=O)C4CCCO4)cc3C2)c1 (stereo not drawn)
3) COC(=O)c1nc(-c2ccc(C)cc2)[nH]c1C(C)(C)C
4) O=C(COC(=O)c1cc[n+]([O-])cc1)Nc1cc([N+](=O)[O-])ccc1Cl
5) CC(C)c1onc(C(=O)NCc2ccc(F)cc2)c1[N+](=O)[O-]
6) CC(=O)N1CC2(CC(=O)OC(C)C)CN(C(C)=O)CC(CC(=O)OC(C)C)(C1)C2=O
7) CC(C)(C(=O)N1CCC1(C)C(=O)NC1Cc2ccccc2C1)c1ccccc1 (stereo not drawn)
8) CCNc1ccc2c(Cl)cc(=O)oc2c1

Compound | 1 | 2 | 3 | 4 | 5 | 6 | 7 | 8
DT40 TDP1 CPT | 10.5% | -29.5% | -20.3% | 14.3% | ? | 2.8% | 16.4µM* | 8.3%
TDP1 block | 1.0% | 1.9% | nt | -4.2% | 2.3% | 2.3% | nt | 5.6%
TDP1 cell noCPT | -7.1% | -16.9% | -26.3% | -15.0% | ? | 4.2% | 20.6µM* | -27.2%

9) CCN(CC)S(=O)(=O)c1ccc(Cl)c(NC(=O)c2ccccc2C)c1
10) O=C(NCCc1ccccc1)C1CCN(Cc2ccccc2F)CC1
11) COc1ccc(/C(C)=N/NC(=O)CNC(=O)C2COc3ccccc3O2)c(OC)c1 (stereo not drawn)
12) Cc1ccc([N+](=O)[O-])cc1N=Nc1c(-c2ccc([N+](=O)[O-])cc2)[nH]n(C(N)=S)c1=O
13) CCOc1ccc2nc(SC(C)C(N)=O)[nH]c2c1 (stereo not drawn)
14) CCSc1ncc(C)cc1[N+](=O)[O-]
15) Cc1ccccc1C(=O)N=c1ccn(-c2nc3ccccc3nc2NS(=O)(=O)c2ccc(F)cc2)cc1
16) COc1ccc(-c2[nH]nc3c2C(c2ccoc2)C(C#N)=C(N)O3)cc1 (stereo not drawn)

Compound | 9 | 10 | 11 | 12 | 13 | 14 | 15 | 16
DT40 TDP1 CPT | ? | 2.9% | ? | 8.2µM* | -12.2% | 0.6% | ? | -18.1%
TDP1 block | -1.0% | -2.3% | 0.0% | -2.3% | 2.0% | -2.4% | 3.4% | 5.0%
TDP1 cell noCPT | 23.1µM* | -9.6% | -8.7% | 2.91µM* | -5.6% | -8.5% | ? | ?

17) C/C(=N\NS(=O)(=O)c1ccc(Br)cc1)c1ccncc1
18) CCOc1ncccc1C(=O)Nc1cccc(C(=O)Nc2cccc(S(=O)(=O)CCO)c2)c1
19) COc1ccc(S(=O)(=O)N2CCN(c3ccccn3)CC2)c(OC)c1
20) O=C(c1cc2cc(F)ccc2[nH]1)N1CCN(C(=O)c2ccco2)CC1
21) Cc1ccccc1-n1c(-c2ccc3ccccc3n2)n[nH]c1=S
22) Cc1oc(-c2ccccc2)nc1CS(=O)CC(=O)N1CCc2ccccc2C1 (stereo not drawn)
23) CCOC(=O)/C(N=Nc1c(C)n(C)n(-c2ccccc2)c1=O)=C(/O)c1ccccc1
24) CC(C)(C)S(=O)N1Cc2cc(CO)ccc2[C@H]1CCO (stereo partly drawn)

Compound | 17 | 18 | 19 | 20 | 21 | 22 | 23 | 24
DT40 TDP1 CPT | 11.6µM* | ? | -20.1% | ? | 5.5% | 9.2µM* | 1.7% | -22.5%
TDP1 block | 8.0% | 5.9% | 4.1% | 3.4% | 0.0% | 0.0% | 7.5% | nt
TDP1 cell noCPT | ? | 7.31µM* | ? | 20.6µM* | 2.6% | 25.9µM* | -4.0% | ?

25) Cc1ccc2nc(SCC(=O)NCc3ccco3)c(C#N)cc2c1
26) COc1cccc(N2CCN(C(=O)c3cc4cc5cc(C)ccc5nc4s3)CC2)c1
27) COc1cccc(CC(=O)Nc2cc(S(=O)(=O)N3CCOCC3)ccc2OC)c1
28) O=C(c1ccco1)N1CCN(C(c2ccccc2F)c2nnnn2CC2CCCO2)CC1 (stereo not drawn)
29) O=C(CSc1nnc(-c2ccccc2O)o1)Oc1ccc(OCc2ccccc2)cc1
30) Cc1cc(N2CCOCC2)nc(SCC(=O)c2ccccc2)n1
31) COc1ccc(N(C(=O)c2cnccn2)C(C(=O)NC2CCCCC2)c2ccccc2)cc1 (stereo not drawn)
32) O=C(NCc1ccccc1)C(c1ccc(-c2ccccc2)cc1)n1c(=O)c(-c2cc3ccccc3[nH]2)nc2ccccc21 (stereo not drawn)

Compound | 25 | 26 | 27 | 28 | 29 | 30 | 31 | 32
DT40 TDP1 CPT | -2.1% | -22.8% | 7.1% | 23.0% | 13µM* | -12.1% | -8.2% | ?
TDP1 block | -2.1% | 3.0% | -10.6% | 4.8% | 1.0% | 5.1% | 13.9% | nt
TDP1 cell noCPT | 3.9% | -27.6% | -17.3% | -10.3% | 13µM* | -18.0% | 1.5% | 14.6µM*

# Looked up above:
# cpd 30 in DT40 TDP1 CPT reads -12.1%
# cpd 27 in DT40 TDP1 CPT reads 7.1%
# cpd 26 in TDP1 cell noCPT reads -27.6%

# (list continues)
33) O=[N+]([O-])c1ccc(/C=N/Nc2ccnc3cc(Cl)ccc23)o1
34) O=C(NCCc1c[nH]c2ccccc12)Nc1ccccc1C(F)(F)F
35) Cc1cc(C(=O)N2CCC(Cc3ccccc3)CC2)ccc1[N+](=O)[O-]
36) COc1ccc(OCC(O)CN2CCN(c3ccccc3)CC2)cc1 (stereo not drawn)
37) COc1ccc(N2CCN(S(=O)(=O)CCNC(=O)Cc3ccc(Cl)cc3)CC2)cc1
38) CC1(C)Cc2c(cnn2-c2ccccc2)C(=O)/C1=N\NC(=O)c1ccncc1
39) CCN1C(=O)N[C@@H](CCc2ccccc2)[C@@H](C(=O)OC)[C@H]1C
40) O=C(c1cc(-c2ccccc2Cl)nc2ccccc12)N1CCOCC1

Compound | 33 | 34 | 35 | 36 | 37 | 38 | 39 | 40
DT40 TDP1 CPT | 14.6µM* | 23.1µM* | ? | -16.6% | 3.1% | 18.4µM* | 2.9% | -6.8%
TDP1 block | nt | 5.1% | 7.0% | 3.7% | 5.3% | nt | 16.1%[12.3 µM] | 3.7%
TDP1 cell noCPT | 16.4µM* | ? | -29.5% | -1.1% | -23.3% | ? | 3.4% | -15.1%

41) O=C(Cc1c[nH]c2ccccc12)N/N=C/c1ccc(F)cc1
42) CC1CCCN(C(=O)COC(=O)CNC(=O)c2ccc(Br)cc2)C1 (stereo not drawn)
43) CCn1c2ccccc2c2cc(NC(=O)C(=O)NCC3CCCO3)ccc21 (stereo not drawn)
44) CC(=O)Nc1ccc(S(=O)(=O)N2CCSC2c2ccc(C)cc2)cc1 (stereo not drawn)
45) COC(=O)c1[nH]c2cccc(C)c2c1NC(=O)CN1CCN(c2ccccc2OC)CC1
46) CCNc1ccc(Br)cc(C(=O)/C=C/c2ccccc2Cl)c1=O
47) COc1ccc(C(=O)N2CCC(C(=O)O)CC2)c2ccccc12
48) O=C(NCC(c1cccs1)N1CCOCC1)c1cccc(S(=O)(=O)Nc2ccc(F)cc2)c1 (stereo not drawn)

Compound | 41 | 42 | 43 | 44 | 45 | 46 | 47 | 48
DT40 TDP1 CPT | 16.4µM* | 15.6% | -2.6% | -21.4% | ? | 9.2µM* | 17.7% | ?
TDP1 block | 0.0% | nt | nt | 4.2% | 7.3% | nt | 6.7% | nt
TDP1 cell noCPT | 20.6µM* | 4.6% | -20.1% | -6.3% | ? | 10.3µM* | -13.2% | ?

49) O=C(COc1ccccc1)N1CCN(c2ccccc2)CC1
50) CCCN1C(=O)/C(=C2\SC(N3CCCCC3)=NC2=O)c2ccccc21
51) CNC(=O)COC(=O)c1ccc(Cl)c(S(N)(=O)=O)c1
52) COCCNC(=O)c1ccc2nc(Cc3ccc(OC)c(OC)c3)oc2c1
53) COc1cccc(CN(C)C[C@@H]2OCc3cnnn3CCCC(=O)N([C@H](C)CO)C[C@H]2C)c1
54) O=C(C1CCN(c2nnc(-n3cccc3)s2)CC1)N1CCCCC1
55) CCOC(=O)C1(Cc2ccccc2C(F)(F)F)CCN(C2CCN(C(C)=O)CC2)CC1
56) COc1ccccc1NC(=O)NCCC1=CCCCC1

Compound | 49 | 50 | 51 | 52 | 53 | 54 | 55 | 56
DT40 TDP1 CPT | 1.9% | ? | -4.2% | -0.8% | -15.9% | -7.8% | 2.6% | ?
TDP1 block | 3.6% | 15.4% | -4.1% | nt | nt | 0.7% | 0.0% | nt
TDP1 cell noCPT | 1.4% | 18.4µM* | 8.7% | 0.1% | -0.6% | 9.4% | -26.6% | ?

57) NC(Cc1ccc(C(F)(F)F)cc1)c1csc(Nc2cc(NCc3ccco3)ncn2)n1 (stereo not drawn)
58) Cc1ccc(S(=O)(=O)CCC(=O)OCC(=O)N2c3ccccc3CC2C)cc1 (stereo not drawn)
59) NC(=O)CNC(=O)[C@@H]1CC2(CC(c3cccc(Br)c3)=NO2)CN1C(=O)c1ccc(Br)cc1 (stereo partly drawn)
60) Cc1cccc(N(CC(=O)NCC2CCCO2)C(=O)CNS(=O)(=O)c2ccc(Cl)cc2)c1 (stereo not drawn)
61) OCCNc1c2ccccc2nc2ccccc12
62) CCn1c(C)cs/c1=N\C(=S)Nc1ccccc1C
63) COc1ccc(N2CCN(C(=O)CCCn3nnnc3CN3CCOCC3)C(C)C2)cc1 (stereo not drawn)
64) COC(=O)c1sc2cccc(F)c2c1S(=O)(=O)N1CCN(c2ccc(F)cc2)CC1

Compound | 57 | 58 | 59 | 60 | 61 | 62 | 63 | 64
DT40 TDP1 CPT | 20.6µM* | 8.3% | ? | 12.5% | 13µM* | ? | -14.2% | ?
TDP1 block | nt | nt | -3.9% | 8.0% | 4.8% | 11.0% | 4.7%[56.1 µM] | 9.7%
TDP1 cell noCPT | 16.4µM* | 0.6% | ? | -22.2% | 10.3µM* | ? | -21.4% | ?

65) Cc1cccc(C(=O)NCCC(=O)Nc2ccc(C#N)cc2)c1
66) N=C(N)SCCN
67) CC1(C)C=C(c2ccc(C=O)s2)CC(C)(C)N1C=O
68) CCOc1ccccc1Nc1nnc(-c2cc3cc(OC)ccc3oc2=O)s1
69) CCn1c(SCC(=O)Nc2ccc(S(=O)(=O)Nc3onc(C)c3C)cc2)nnc1-c1ccccc1
70) CC(=O)Nc1nc2cc(C(N)=O)ccc2s1
71) O=c1c2ccccc2nc(/C=C/c2ccc(O)cc2)n1CCc1ccccc1
72) CCOC(=O)N1CCN(C(=O)CC(C(=O)N2CCc3ccccc32)n2ccnc2)CC1 (stereo not drawn)

Compound | 65 | 66 | 67 | 68 | 69 | 70 | 71 | 72
DT40 TDP1 CPT | -6.9% | 23.1µM* | 0.7% | 8.2µM* | 10.3% | 7.7% | 7.31µM* | 1.8%
TDP1 block | nt | -4.3%[56.1 µM] | 5.3% | 3.4% | 2.3% | 0.3% | -5.3% | 6.0%
TDP1 cell noCPT | -4.6% | 14.6µM* | -25.0% | 7.31µM* | 4.7% | -11.5% | 8.2µM* | -15.2%

73) Cc1ccc(-c2csc3ncnc(NCCN4CCOCC4)c23)cc1
74) Cc1c(-c2ccc(F)cc2)[n+](=O)c(-c2ccc(F)cc2)c(C)n1[O-]
75) CCOC(=O)c1cc(-c2ccccc2)n(-c2cccc(C(=O)NC(C)(C)C)c2)c1C
76) O=[N+]([O-])c1cccnc1N1CCN(c2ccccc2F)CC1
77) O=C1OCCC1Sc1nnc(-c2ccc(O)cc2)o1 (stereo not drawn)

Compound | 73 | 74 | 75 | 76 | 77
DT40 TDP1 CPT | ? | -1.5% | ? | -22.0% | -7.2%
TDP1 block | 0.0% | 4.7% | 4.7% | 0.0% | -6.2%
TDP1 cell noCPT | 23.1µM* | 4.0% | ? | ? | -8.9%

# Some of these compounds in order of number of heavy atoms, highest first.
69) CCn1c(SCC(=O)Nc2ccc(S(=O)(=O)Nc3onc(C)c3C)cc2)nnc1-c1ccccc1
72) CCOC(=O)N1CCN(C(=O)CC(C(=O)N2CCc3ccccc32)n2ccnc2)CC1 (stereo not drawn)
73) Cc1ccc(-c2csc3ncnc(NCCN4CCOCC4)c23)cc1
76) O=[N+]([O-])c1cccnc1N1CCN(c2ccccc2F)CC1
77) O=C1OCCC1Sc1nnc(-c2ccc(O)cc2)o1 (stereo not drawn)
70) CC(=O)Nc1nc2cc(C(N)=O)ccc2s1

Compound | 69 | 72 | 73 | 76 | 77 | 70
DT40 TDP1 CPT | 10.3% | 1.8% | ? | -22.0% | -7.2% | 7.7%
TDP1 block | 2.3% | 6.0% | 0.0% | 0.0% | -6.2% | 0.3%
TDP1 cell noCPT | 4.7% | -15.2% | 23.1µM* | ? | -8.9% | -11.5%

# Compound activity: PubChem, National Center for Advancing Translational Sciences (NCATS)
